SENP8 block-1: blocks the human protease SENP8; inhibition, % at 10 µM; Q96LD8; AID 2540; purified SENP8, Z-RLRGG-aminoluciferin cleavage, luminescence; 330,000 compounds, 1.2% hits; in the data active means inhibition above about 50%
SENP7 inh: inhibitors of human SENP7 protease; recombinant SENP7, Z-RLRGG-aminoluciferin luminescence, 40 min; Q9BQF6; 330,000 compounds, 1.5% hits; AID 434973; inhibition, % at 5 µM;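 active means inhibition above about 50% at the single test dose, limit read from the data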;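 further: plate controls were DMSO with enzyme for no effect and no enzyme buffer wells for full effect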
Target sequence (Q9BQF6 706-1050 limits assumed): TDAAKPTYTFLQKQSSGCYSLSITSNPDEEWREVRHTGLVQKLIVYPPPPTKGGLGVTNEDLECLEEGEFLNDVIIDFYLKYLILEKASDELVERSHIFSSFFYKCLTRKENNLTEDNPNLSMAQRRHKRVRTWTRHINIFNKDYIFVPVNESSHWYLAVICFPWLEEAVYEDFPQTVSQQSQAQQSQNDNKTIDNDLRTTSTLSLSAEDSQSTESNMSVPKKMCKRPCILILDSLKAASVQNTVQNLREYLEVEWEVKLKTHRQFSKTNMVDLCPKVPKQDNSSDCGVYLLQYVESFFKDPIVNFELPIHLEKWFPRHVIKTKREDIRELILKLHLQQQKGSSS
UBC13 polyUb: blocks human UBC13 polyubiquitin chain formation | P61088 | TR-FRET | inhibition, % at 20 µM | 330,000 compounds, 0.47% hits | AID 485273; in the data active means inhibition above about 45%, passing the limit was not always enough
Target sequence (P61088 whole entry, looked up): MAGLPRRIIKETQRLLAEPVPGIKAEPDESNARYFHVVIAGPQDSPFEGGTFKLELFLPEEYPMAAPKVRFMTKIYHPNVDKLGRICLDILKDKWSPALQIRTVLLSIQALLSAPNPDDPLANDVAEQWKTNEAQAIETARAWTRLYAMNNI
SENP8 block-2: inhibitors of human SENP8 protease; inhibition, % at 20 µM; 360,000 compounds, 0.64% hits; AID 602440; recombinant SENP8, Nedd8 substrate fluorescence; in the data active means inhibition mostly above about 40%, no sharp cut-off; inactive means mostly below about 27%
HKDC1 inhibitor: HKDC1 (human) hexokinase inhibition; 340,000 compounds, 0.16% hits; inhibition, % at 20 µM; recombinant HKDC1, G6PDH/diaphorase resazurin coupled fluorescence; AID 493160; Q2TB90;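 active means inhibition above about 35% when tested at 20 µM, limit read from the data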;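 further: plate controls were DMSO wells with enzyme for no effect and DMSO wells lacking enzyme for full effect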
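Test system: recombinant HKDC1 (HK5) hexokinase enzyme, produced in-house; Amount: enzyme 5 µg/mL final; Buffer or medium: Tris pH 8.0 buffer with MgCl2, Tween-20, BSA, BME; Reagent: glucose and ATP substrates; Doses: 20 µM test compound, 1% DMSO; Incubation: 90 min reaction incubation at room temperature, dark; Detection: resorufin fluorescence at 613 nm.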
SENP1 inh: blocks the human SENP1 SUMO protease catalytic domain. recombinant SENP1 catalytic domain, CyPet-SUMO1-YPet FRET cleavage. inhibition, % at 10 µM. 360,000 compounds, 0.21% hits. AID 624204;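 active means inhibition at least 30% at 10 µM, raw YFP signal under a set limit, fluorescence ratio 0.5 to 1.5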;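 further: 0% = enzyme with DMSO and 100% = no enzyme wells; some results filed as inactive read as strong as hits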
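Material: hSENP1 catalytic domain, recombinant; medium: Tris pH 8 with BME, BSA, NP40 and catalase; compound: single concentration of 10 µM compound, 0.5% DMSO final; technique: FRET read of cyan and yellow fluorescence; timing: 50 min enzyme reaction, room temperature, light-protected; reagent: SFCypet-SUMO1-SFYpet substrate at 25 nM; control set: no-enzyme low, enzyme-DMSO high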
PfGluPho inh: PfG6PD (Plasmodium falciparum) enzyme inhibition | inhibition, % at 20 µM | PfGluPho enzyme, NADPH resazurin-diaphorase fluorescence | 350,000 compounds, 0.78% hits;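 active means inhibition reaching at least a set limit at 20 µM in the primary screen, cut at about 59% in these data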;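 further: 0% = DMSO wells with substrate and 100% = DMSO wells lacking glucose-6-phosphate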
SENP6 inh: blocks the human protease SENP6. 330,000 compounds, 1.8% hits. inhibition, % at 10 µM. Recombinant SENP6 catalytic domain, aminoluciferin luminescence. Q9GZR1. AID 2599;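 active means inhibition above about 50% at the single tested dose, limit read from the data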;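 further: plate controls were DMSO wells with enzyme for no effect and DMSO wells lacking enzyme for full effect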
Target sequence (Q9GZR1 628-1112 limits assumed): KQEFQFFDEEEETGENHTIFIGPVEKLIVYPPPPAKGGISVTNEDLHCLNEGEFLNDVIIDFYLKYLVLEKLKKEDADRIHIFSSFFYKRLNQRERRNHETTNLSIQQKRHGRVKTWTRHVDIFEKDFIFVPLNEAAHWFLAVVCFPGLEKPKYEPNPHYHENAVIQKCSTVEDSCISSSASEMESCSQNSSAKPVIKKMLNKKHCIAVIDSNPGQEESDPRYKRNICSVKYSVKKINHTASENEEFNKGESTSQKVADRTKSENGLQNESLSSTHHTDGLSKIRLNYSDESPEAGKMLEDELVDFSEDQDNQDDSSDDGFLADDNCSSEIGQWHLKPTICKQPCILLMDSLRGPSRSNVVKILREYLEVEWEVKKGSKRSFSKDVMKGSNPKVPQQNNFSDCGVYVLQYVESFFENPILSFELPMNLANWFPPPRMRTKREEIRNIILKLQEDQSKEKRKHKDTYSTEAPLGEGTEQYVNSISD
beta cell repl: induces beta-cell replication in MIN6 cells; 330,000 compounds, 0.29% hits; proliferation, % at 10 µM; MIN6 cells proliferation, ATPlite luminescence, 48 h; cells starved in 0.2% serum; 100% = growth in 10% serum; AID 2380;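 active means compounds whose signal lies at least 3.5 SD above the mean of all wells on their plate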;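 further: 0% = DMSO-treated cells in low-serum medium and 100% = 10% serum control; some compounds called inactive have numbers as strong as hits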
* = called active by the depositor; x = not tested or not shown; & = joins results of further samples.

1) Cc1cccc(CNC(=O)C2CCC(=O)N(C3CCCCCC3)C2)c1 (stereo not drawn)
2) CCOC(=O)[C@H]1[C@H]2COc3ccc(C)cc3[C@@H]2N2C(=O)c3ccc(C)cc3NC(=O)[C@@]12C
3) Cc1cc(C)cc(C(=O)NC(=S)Nc2ccc(-c3cc4ccccc4oc3=O)cc2)c1
4) CC(C)(O)[C@@H]1CC(=O)[C@]2(C)[C@H](CC[C@@]3(C)[C@H](c4ccoc4)OC(=O)[C@H]4O[C@]432)[C@@]1(C)/C=C\C(=O)O
5) O=C(NCCN1CCOCC1)c1ccccc1-c1ccccc1
6) S=c1[nH]cc(Oc2ccc(Cl)cc2Cl)c(=S)[nH]1

compound no.	1	2	3	4	5	6
SENP8 block-1	-3	1	-4	10	0	x
SENP7 inh	10	-4	8	0	-1	x
UBC13 polyUb	-10	-1	8	9	9	x
SENP8 block-2	7	-13	-407	5	8	11
HKDC1 inhibitor	-5	-6	-12	-4	-5	3
SENP1 inh	1	0	-28	0	2	3
PfGluPho inh	11	-15	-14	-1	-38	-22
SENP6 inh	-16	-7	-1	-20	-13	x
beta cell repl	-2	-4	-3	-2	1	x

7) COCCNC(=O)c1ccccc1NC(=O)CN(c1ccc2c(c1)OCO2)S(C)(=O)=O
8) CCn1c(/C=C/c2ccc(O)cc2)nc2ccccc2c1=O
9) Cc1nc2ccccn2c1-c1ccnc(=S)[nH]1
10) Cc1ccccc1C(=O)NC(=S)Nc1ccc(N2CCOCC2)cc1
11) CCN(CC)C(=O)CC(c1cc(OC)c(OC)c(OC)c1)c1c(OC)cc(OC)c2c(-c3ccccc3)cc(=O)oc12 (stereo not drawn)
12) Cc1ccc(CN2C(=O)CCC2C(=O)NCCN2CCOCC2)cc1 (stereo not drawn)

compound no.	7	8	9	10	11	12
SENP8 block-1	-16	2	-5	1	-12	-5
SENP7 inh	-14	1	-4	6	-3	-3
UBC13 polyUb	-8	4	-2	0	-5	2
SENP8 block-2	6	-216	-43	30	-104	20
HKDC1 inhibitor	-8	-2	1	1	12	-2
SENP1 inh	3	37	0	-1	-4	2
PfGluPho inh	-4	2	56	10	8	-23
SENP6 inh	-4	12	-38	20	-10	-3
beta cell repl	-3	-2	-2	-4	-3	-4

13) CCc1sc(NS(C)(=O)=O)nc1-c1ccccc1
14) COC(=O)c1c[nH]n2c(=O)cc(C)nc12
15) CCOc1ccc2nc(-c3ccccc3)[nH]c2c1
16) COc1cccc(C(=O)NC(=S)Nc2ccc3c4c(cccc24)CC3)c1
17) Cc1nc2ccccc2c(=O)n1/N=C/c1cc(Br)ccc1O
18) COc1cc(Br)c(Br)c(Br)c1N

compound no.	13	14	15	16	17	18
SENP8 block-1	-6	-4	69*	-7	-10	0
SENP7 inh	0	7	89*	-7	-8	-1
UBC13 polyUb	-18	-2	8	3	-5	5
SENP8 block-2	16	2	-277	-115	15	9
HKDC1 inhibitor	-5	-1	0	0	0	8
SENP1 inh	1	1	1	15	-23	0
PfGluPho inh	6	-1	50	5	8	26
SENP6 inh	-6	-3	88*	3	-6	-11
beta cell repl	-1	-1	-6	-4	2	-1

19) CC1(C)C(=O)Nc2ccccc2N1C(=O)COC(=O)Cc1ccc(Cl)c(Cl)c1
20) CC1CCN(C(=O)C2CCCN(c3ncnc4c3nc3n4CCCCC3)C2)CC1 (stereo not drawn)
21) O=C(O)/C=C/C(=O)NCCCc1ccccc1
22) Cc1ccc(-n2c(C)nc3ccsc3c2=O)cc1
23) Cc1cc(OCC(=O)Nc2ccc(F)c(F)c2)nc(C(C)C)n1
24) CCc1ccc2c(CN3CCc4cc(OC)c(OC)cc4C3)cc(=O)oc2c1

compound no.	19	20	21	22	23	24
SENP8 block-1	0	-1	-8	4	-5	-9
SENP7 inh	0	-1	-2	-1	0	-3
UBC13 polyUb	4	2	-8	-7	4	-2
SENP8 block-2	-1	4	-2	20	8	-287
HKDC1 inhibitor	1	4	-5	-3	-8	-7
SENP1 inh	1	-3	1	3	1	-25
PfGluPho inh	13	10	-11	16	-5	15
SENP6 inh	-4	17	2	7	-7	8
beta cell repl	-3	-1	-1	0	-2	-1

25) Cc1ccc(-n2ncc3c2CC(C)(C)CC3NC(=O)CCc2cccnc2)cc1 (stereo not drawn)
26) Cc1ccc(/C=C/C(=O)NCCc2ccccc2)o1
27) COc1ccccc1CCC(=O)N(C)C1CCCN(Cc2ccccc2F)C1 (stereo not drawn)
28) CCCCCCC[N+](CC)(CC)CCCCc1ccc(Cl)cc1
29) O=C(Cn1[nH]c(=O)c2ccccc2c1=O)OCC(=O)N1CCc2ccccc2C1
30) COc1ccc(CC/C(=N\O)C2(O)CCCCC2)cc1

compound no.	25	26	27	28	29	30
SENP8 block-1	-8	1	9	1	8	4
SENP7 inh	17	9	-3	4	2	5
UBC13 polyUb	0	-7	-2	42	2	6
SENP8 block-2	9	5	5	12	17	15
HKDC1 inhibitor	-1	-1	-3	-6	3	-5
SENP1 inh	0	-9	1	-1	0	3
PfGluPho inh	-9	75*	-16	4	2	-8
SENP6 inh	5	-6	-15	6	15	2
beta cell repl	-2	-5	-1	-8	-1	2

31) CCCCCN(C(=O)CCC(=O)OCC(=O)Nc1cccc(SC)c1)c1c(N)n(CCCC)c(=O)[nH]c1=O
32) Cc1onc(-c2ccccc2)c1C(=O)N1CCN(C)CC1
33) CN(C)/C=N/c1nc2nccc(-c3ccc(Cl)cc3)n2n1
34) COc1cc(SC)ccc1C(=O)Nc1ccccc1
35) COc1cccc(CNC(=O)CN2CCC(c3nc4ccc(C)cc4[nH]3)CC2)c1
36) O=C(COC(=O)/C=C/c1ccc(Cl)cc1)NC(=O)NCc1ccccc1

compound no.	31	32	33	34	35	36
SENP8 block-1	-8	-7	-8	-5	0	-15
SENP7 inh	6	7	-2	7	3	-8
UBC13 polyUb	2	-1	4	8	2	-5
SENP8 block-2	20	2	-369	14	11	7
HKDC1 inhibitor	6	-2	-9	-5	-13	-3
SENP1 inh	2	0	-9	2	0	4
PfGluPho inh	-14	-12	5	15	0	-13
SENP6 inh	-6	-2	-30	7	-2	2
beta cell repl	-2	-1	-1	2	-2	-2

37) COC(=O)CCS(=O)(=O)c1ccc(Cl)cc1
38) Cc1cc(C)c(-n2nnnc2SCC(=O)c2cccs2)c(C)c1
39) CN(C(=O)c1cccc(NC(=O)Cc2ccc(NC(=O)C3CCN(C(=O)c4ccccc4)CC3)cc2)c1)C1CCCC1
40) CCNC(=S)Nc1ccc(S(=O)(=O)Nc2cc(C)nc(C)n2)cc1
41) COc1ccc2cc3c(N)nn(C(=O)Cc4c[nH]c5ccccc45)c3nc2c1
42) CCS(=O)(=O)c1ccc(O)c(NC(=O)c2ccc(S(=O)(=O)N3CCCCCC3)cc2)c1

compound no.	37	38	39	40	41	42
SENP8 block-1	4	3	x	-7	-9	-12
SENP7 inh	-3	5	x	1	-7	-11
UBC13 polyUb	4	4	x	-2	-2	-22
SENP8 block-2	11	27	8	15	-49	13
HKDC1 inhibitor	-16	5	2	-8	3	-7
SENP1 inh	-1	3	3	0	0	4
PfGluPho inh	0	-10	-9	1	6	-9
SENP6 inh	-4	-11	x	-11	-31	-25
beta cell repl	1	-1	x	-1	-4	-4

43) O=C(c1cccs1)N(c1cccc(Cl)c1)C1C=CS(=O)(=O)C1 (stereo not drawn)
44) Cc1ccc(/C=N/n2c(-c3ccncc3)n[nH]c2=S)cc1
45) COc1ccc(Nc2ccc(N3C(=O)CC(C)C3=O)cc2[N+](=O)[O-])cn1 (stereo not drawn)
46) COC(=O)Cc1c(C)nc2nc(NCc3ccccc3OC)[nH]n2c1=O
47) C=CCN(c1ccc(C(=O)Nc2ccc(NC(C)=O)cc2)cc1)S(C)(=O)=O
48) Cc1ccccc1N1C(=S)NC2c3ccccc3OC1(C)C2C(=O)N(C)C (stereo not drawn)

compound no.	43	44	45	46	47	48
SENP8 block-1	-2	x	-1	6	5	0
SENP7 inh	-4	x	-5	6	-5	-8
UBC13 polyUb	-1	x	-8	2	-1	-2
SENP8 block-2	7	6	19	22	10	14
HKDC1 inhibitor	4	-9	-2	2	-6	-4
SENP1 inh	2	1	1	-2	1	1
PfGluPho inh	-17	20	-1	-23	-2	1
SENP6 inh	2	x	-8	-6	14	7
beta cell repl	1	x	-3	0	-2	0

Some of the entries above, set out differently.
nr	canonical_smiles	SENP8 block-1	SENP7 inh	UBC13 polyUb	SENP8 block-2	HKDC1 inhibitor	SENP1 inh	PfGluPho inh	SENP6 inh	beta cell repl
5	O=C(NCCN1CCOCC1)c1ccccc1-c1ccccc1	0	-1	9	8	-5	2	-38	-13	1
6	S=c1[nH]cc(Oc2ccc(Cl)cc2Cl)c(=S)[nH]1	x	x	x	11	3	3	-22	x	x

In a second layout: 3 of the compounds above.
entry	SMILES	SENP8 block-1	SENP7 inh	UBC13 polyUb	SENP8 block-2	HKDC1 inhibitor	SENP1 inh	PfGluPho inh	SENP6 inh	beta cell repl
43	O=C(c1cccs1)N(c1cccc(Cl)c1)C1C=CS(=O)(=O)C1 (stereo not drawn)	-2	-4	-1	7	4	2	-17	2	1
44	Cc1ccc(/C=N/n2c(-c3ccncc3)n[nH]c2=S)cc1	x	x	x	6	-9	1	20	x	x
47	C=CCN(c1ccc(C(=O)Nc2ccc(NC(C)=O)cc2)cc1)S(C)(=O)=O	5	-5	-1	10	-6	1	-2	14	-2

Carrying on.
49) COc1ccc2nc(C)cc(SCC(=O)O)c2c1
50) CCc1ccc(-n2c(=O)c3ccccc3n(CC(=O)NCc3ccco3)c2=O)cc1
51) O=C(Nc1ccc(N2CCN(C(=O)c3ccccc3)CC2)cc1)c1ccc([N+](=O)[O-])o1
52) COc1ccc(CC(=O)O)cc1O
53) COc1ccc(Cl)cc1C(=O)CSc1nnnn1C
54) CN(C)CCCNc1c2ccccc2nc2ccccc12

compound no.	49	50	51	52	53	54
SENP8 block-1	5&-3	-6	x	2	6	5
SENP7 inh	-4&0	-11	x	0	1	6
UBC13 polyUb	0&-2	0	x	6	6	21
SENP8 block-2	-8&-48	3	51*	14	6	-231
HKDC1 inhibitor	4&1	1	0	-3	9	3
SENP1 inh	-1&0	1	1	3	1	-26
PfGluPho inh	3&11	-1	31	2	-4	-23
SENP6 inh	3&-9	3	x	-9	-7	-14
beta cell repl	-2&-3	-1	x	0	0	-6

Screens deposited in PubChem by Sanford-Burnham Center for Chemical Genomics.
